# CAL PDZ FP-1: CAL PDZ peptide-binding inhibitors, primary screen, biochemical, fluorescence polarization, Cer-tagged CAL PDZ, HTS. Golgi-associated PDZ and coiled-coil motif-containing protein (Homo sapiens), Q9HD26. purified CAL PDZ, TMR-peptide fluorescence polarization, 1 h. inhibition, % at 20 µM. actives 0.02% (n = 330,000). AID 504414, 2011;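 active = highest replicate inhibition of at least 40%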;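 note: plate controls were DMSO neutral control wells for no effect and unlabeled competitor peptide control wells for full effect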
#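 System: tagged CAL PDZ domain. Schedule: 1 h room-temperature incubation prior to read. Signal: fluorescence polarization (mP). Measure: percent inhibition from loss of millipolarization.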
# CAL PDZ FP-2: untagged CAL PDZ binding inhibitors, primary screen, biochemical, fluorescence polarization, HTS; Golgi-associated PDZ and coiled-coil motif-containing protein (Homo sapiens), Q9HD26; purified CAL PDZ, TMR-peptide fluorescence polarization, 1 h; inhibition, % at 24.9 µM; actives 0.92% (n = 300,000); AID 602252, 2012;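 active = mean inhibition of at least 30% with at least half of replicates also reaching 30%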;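 note: 0% = DMSO neutral control and 100% = excess unlabeled competitor peptide PRC23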
# DAGLB inhibitor: DAGLB lipase inhibitors, primary screen, biochemical, fluorescence, HTS; Diacylglycerol lipase-beta (Homo sapiens), Q8NCG7; HEK293T DAGLB membrane lysate, EnzChek fluorogenic substrate; inhibition, % at 5.17 µM; actives 0.059% (n = 340,000); in the data active = inhibition above about 34%;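 note: 0% = enzyme with vehicle and 100% = wells lacking enzyme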
# Keap1 Nrf2 FP: Keap1-Nrf2 protein-protein interaction inhibitors, primary screen, biochemical, fluorescence polarization, single point; Kelch-like ECH-associated protein 1 (Homo sapiens), Q14145; Keap1 Kelch-Nrf2 peptide fluorescence polarization, 1536-well; inhibition, % at 9.4 µM; actives 0.15% (n = 340,000); AID 504523, 2011; in the data active = inhibition above about 12%;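 note: human Keap1 Kelch domain with fluorescein labeled Nrf2 9mer peptide probe; 0% = neutral control wells and 100% = peptide positive control; higher means more block of Keap1 binding to Nrf2 peptide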
# Target sequence (Q14145 whole entry, looked up, the tested form may be a part): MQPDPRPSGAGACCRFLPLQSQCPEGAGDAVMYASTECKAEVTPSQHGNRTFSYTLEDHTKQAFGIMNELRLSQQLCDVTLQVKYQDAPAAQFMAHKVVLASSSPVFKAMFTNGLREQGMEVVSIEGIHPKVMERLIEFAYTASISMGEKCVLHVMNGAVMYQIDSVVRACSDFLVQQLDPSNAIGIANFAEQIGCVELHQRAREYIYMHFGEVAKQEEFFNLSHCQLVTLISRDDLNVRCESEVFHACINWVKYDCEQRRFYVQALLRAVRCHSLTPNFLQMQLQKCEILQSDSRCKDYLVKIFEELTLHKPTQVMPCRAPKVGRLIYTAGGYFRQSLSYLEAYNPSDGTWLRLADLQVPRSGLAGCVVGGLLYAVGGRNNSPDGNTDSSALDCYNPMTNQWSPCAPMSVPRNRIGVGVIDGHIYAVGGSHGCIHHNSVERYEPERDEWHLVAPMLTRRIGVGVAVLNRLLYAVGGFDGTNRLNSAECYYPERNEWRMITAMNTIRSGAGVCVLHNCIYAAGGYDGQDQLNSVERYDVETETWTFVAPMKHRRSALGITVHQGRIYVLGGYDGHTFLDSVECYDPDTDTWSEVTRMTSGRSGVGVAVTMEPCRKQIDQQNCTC
# Arrestin-AP2 inh: inhibitors of beta-arrestin/AP2 binding, primary screen, biochemical, GPCR trafficking, flow cytometry; inhibition, % at 10 µM; actives 0.31% (n = 340,000); beta-arrestin 1 C-terminal peptide binding to AP2 beta2-adaptin appendage (human); FITC-arrestin peptide / GST-AP2 beads; AP2 beta2 appendage carries R879A mutation;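 active = inhibition above a set limit, near 3 SD of compounds lacking own fluorescence, cut at about 54% in these data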;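 note: plate controls were DMSO wells for no effect and 5 µM unlabelled arrestin peptide for full effect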
#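 test system = AP2 appendage R879A on GSH beads | buffer or medium = PBS plus Tween 20 (0.05%) and BSA (0.1%) | incubation = 12 min plus 1 h, RT | detection = bead flow cytometry, FITC channel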
# V-ATPase pHluor: regulators of yeast V-ATPase proton pumping, primary screen, pHLuorin cytosolic pH fluorescence | AID 504577, 2011 | actives 0.37% (n = 350,000) | response, % at 10 µM | S. cerevisiae; in the data active = response mostly above about 7.3%, no sharp cut-off; inactive = mostly below about 5.4%; note: actives read high; inactives centre near 0; some compounds called inactive have numbers as strong as hits; reference of the scale not given here
# RTF Ca sens inh: cardiac RTF calcium sensitivity inhibitors, primary screen, biochemical, IANBD-TnC fluorescence, EC70 calcium; Troponin I, cardiac muscle (Homo sapiens) + Troponin T, cardiac muscle (Homo sapiens) + …; IANBD-labeled cardiac RTF, Ca2+ fluorescence; inhibition, % at 7.15 µM; actives 0.12% (n = 340,000);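 active = inhibition above the mean inhibition of all tested compounds plus 3 SD, cut at about 17% in these data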;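 note: assay run at fixed EC70 calcium of 1.6 mM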
# NSD2 HMT inh: NSD2 histone methyltransferase inhibitors, primary screen, biochemical, AlphaScreen, single concentration, set 2 | NSD2 peptide methylation, 120 min | Histone-lysine N-methyltransferase NSD2 (Homo sapiens), O96028 | inhibition, % at 12.5 µM | actives 0.54% (n = 310,000) | AID 743445, 2014; in the data active = inhibition above about 50%
# DSG3 Ab inh: inhibitors of pemphigus antibody binding to DSG3, primary screen, biochemical, bead-based, flow cytometry, scFv-GFP. Desmoglein-3 (Homo sapiens), P32926. DSG3-coupled beads, scFv-anti-DSG3-GFP binding; active compounds read low. binding (percent of control), % at 10 µM. actives 0.48% (n = 310,000). AID 588358, 2011;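 active = binding more than 3 SD below its plate's average and above zero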;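 note: hits lower antibody fragment binding to DSG3; some compounds called inactive have numbers as strong as hits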
# C-LANA FP: inhibitors of KSHV C-LANA binding to DNA, primary screen, biochemical, fluorescence polarization, FAM-LBS DNA, MBP-C-LANA, single point; Kaposi's sarcoma herpesvirus LANA C-terminal domain (residues 932-1162) DNA binding; actives 0.078% (n = 340,000); inhibition, % at 9 µM; AID 504423, 2011;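 active = highest replicate inhibition at or above 60% at 9 µM, even if other replicates fall short; inactive = all replicates below 60% inhibition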;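 note: 0% = neutral control wells and 100% = 4 µM acridine orange control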
# * hit, by the source's call; / = no result given. Some of the compounds tested; count on the stated rates, not on these rows.
SMILES,CAL PDZ FP-1,CAL PDZ FP-2,DAGLB inhibitor,Keap1 Nrf2 FP,Arrestin-AP2 inh,V-ATPase pHluor,RTF Ca sens inh,NSD2 HMT inh,DSG3 Ab inh,C-LANA FP
CCN(CC)C(=O)Oc1ccc2ccccc2c1Br,-0.4,-3,-9,1,8,1,-16,19,99,-0.2
CSc1cccc(NC(=S)N(CCC(C)C)C(C)c2ccncc2)c1 (stereo not given),-2.2,-6,-1,-1,-2,-1,-3,0,101,0.1
Cn1c(=O)c2c(-c3ccccc3F)c3c(nc2n(C)c1=O)-c1ccccc1C3O (stereo not given),-0.4,-2,-1,-7,6,-5,1,/,103,0.7
O=C(O)c1ccccc1Oc1ccc(Oc2ccccc2)cc1,-0.1,/,2,-3,0,0,-19,-6,95,-0.4
C=CCn1c(C(C)NC(=O)CC)nc2ccccc21 (stereo not given),-2.4,-4,0,-4,-3,1,-8,0,123,-1.2
CCCN1C2CCCC1CC(NC(=S)Nc1cc(C)ccc1C)C2 (stereo not given),-3.8,-2,0,-3,17,-3,9,0,96,-0.1
O=C(OC(C(=O)NCc1ccc2c(c1)OCO2)c1ccccc1F)c1ccco1 (stereo not given),-0.9,-3,-3,-2,10,2,6,-1,96,1.1
CC(C)[C@H](NC(=O)N1c2ccccc2NC(=O)[C@@H]1C(C)C)C(=O)N1CCC[C@H]1C(=O)O,0.8,0,-2,-1,-1,2,-6,/,/,-0.1
CCCCN(CCCC)CCNC(=O)CN1C(=O)CSc2ccc(S(=O)(=O)N3CCOCC3)cc21,-2.1,-3,0,-3,0,2,-6,5,101,1.2
C=CC[C@@H](CC(=O)N(CCO)Cc1ccccc1)C(=O)N[C@H](COC(=O)[C@@H](CC=C)Cc1ccc(F)cc1)C(C)(C)C,-0.9,-2,-12,-1,34,-6,1,/,102,1.4
CC(=O)OCCNC(=O)Cn1cnc2c1c(=O)n(C)c(=O)n2C,-1.7,-4,-2,4,2,0,-5,-2,110,0.5
Cc1ccc(C(C)C)c(OCC(O)CN2CC(C)OC(C)C2)c1 (stereo not given),0.5,/,-1,0,-2,-1,10,0,103,-0.6
CCOCc1nnc(NC(=O)c2cccs2)s1,-0.6,-1,1,0,-3,-1,-3,-6,95,0.1
C=CCOc1ccc(/C=N/NC(=O)c2cc3c(OC)cc(OC)cc3[nH]2)cc1,1.8,1,-4,-1,19,4,0,1,90,-2.1
O=C(CSc1nc(Nc2ccccc2)nc(N2CCOCC2)n1)NC1CCCCC1,-0.5,0,-4,-3,18,-3,-2,0,106,1.8
CSCC(=O)NCC1(N(C)Cc2ccccc2)Cc2ccccc2C1,/,3,0,6,24,-3,-3,1,103,2.4
COc1ccc([C@H]2/C=C\CN(S(=O)(=O)/C=C/c3ccccc3)[C@@H](C)C(=O)N2Cc2ccc(F)cc2)cc1,0.0,-2,-6,0,8,-4,6,/,105,0.8
COC(=O)c1sc(S(=O)(=O)N2CCC(C)CC2)c(C(=O)OC)c1C,-0.8,-1,-7,-3,23,-6,2,-7,/,2.8
CC(=O)c1ccc(NC(=O)CSc2n[nH]c(-c3cccnc3)n2)cc1,-0.2,/,-1,2,18,-4,3,-1,/,-2.1
COCCCNC(=O)C1CC(=O)N(Cc2ccc(OC)cc2)C1 (stereo not given),-2.6,-2,-4,-3,-1,4,-8,-1,77,-1.0
C(=N\Nc1ccc(-n2ccnc2)nn1)/c1ccccc1,-2.3,-3,-1,-1,10,-3,-9,-1,97,0.1
O=C(CSCc1c(F)cccc1F)Nc1ccccc1,-0.4,-5,-3,3,-3,-2,-12,-4,116,-1.0
Cc1cccc(/C(N)=N/OC(=O)c2cccs2)c1,-1.5,53*,-8,-1,-13,2,-2,0,/,0.2
Cc1nc2ccccc2c(=O)n1C1CCCCCC1,-0.9,/,-1,2,-8,-8,-6,1,109,1.0
CC1CCN(c2c(NCc3ccc(C(=O)NCc4cccnc4)cc3)c(=O)c2=O)CC1,-0.7,/,4,-1,13,3,-6,/,102,1.7
SMILES,CAL PDZ FP-1,CAL PDZ FP-2,DAGLB inhibitor,Keap1 Nrf2 FP,Arrestin-AP2 inh,V-ATPase pHluor,RTF Ca sens inh,NSD2 HMT inh,DSG3 Ab inh,C-LANA FP
Cc1cc(C=C2C(=O)c3ccccc3C2=O)c(C)n1C,-0.2,2,1,5,20,2,5,2,82,0.7
Cc1ccc(S(=O)(=O)N2CCOCC2)cc1NC(=O)CSc1nccn1C,-0.1,0,-1,-5,4,-3,-3,-4,105,2.0
CCO[C@@H]1OC(C(=O)N2CCN(Cc3ccccc3)CC2)=C[C@H](c2ccc(Br)cc2)[C@H]1CCCO,-1.0,-5,-2,-3,-8,-2,-9,/,100,-0.4
CN(CC(=O)Nc1ccccc1Cl)C(=O)CSc1nnc(-c2ccco2)n1C,0.1,-5,-3,3,-4,2,-12,1,99,0.8
CN(C)c1ccc(-c2cc(O)c3ncccc3c2)cc1,0.1,-2,6,-3,-3,-24,-8,/,101,-0.4
COc1cc(C(=O)NCc2nnc(SCC(=O)N3CCC(C)CC3)o2)cc(OC)c1OC,-3.0,-6,1,-3,1,-4,4,-2,111,0.1
CC1CCCCC1NC(=O)Cn1c(=O)oc2cc(S(=O)(=O)N3CCCC3)ccc21 (stereo not given),-0.8,/,3,2,53,2,-5,/,98,-1.5
CN(CCO)c1nc(N)c(C#N)c(CC#N)c1C#N,0.8,-2,1,-6,4,-1,4,-1,102,2.3
O=C(CSc1nnc(-c2ccc(Cl)cc2)n1Cc1ccco1)NCc1ccc2c(c1)OCO2,-1.3,1,-2,2,-1,/,-6,1,101,0.5
COc1ccc(C(=S)Nc2ccccc2)cc1,-0.2,-4,2,-6,9,5,11,1,120,-0.1
C=CCSC1=C(C#N)C2(CCCCC2)C(C#N)C(=O)N1 (stereo not given),0.4,-1,0,2,-3,-2,-5,-1,88,1.5
CCOc1ccc2nc(NC(=O)CC3Oc4ccccc4NC3=O)sc2c1 (stereo not given),-3.0,-1,7,-5,-9,1,-20,4,91,1.6
CCc1nccn1S(=O)(=O)c1ccc(C)c(C)c1,-0.8,-3,-2,-8,15,6,0,1,/,0.0
CC(=O)c1ccc(OCc2cc(C(=O)NCCN3CCCC(O)C3)no2)cc1 (stereo not given),-3.0,-3,3,-2,3,7,-3,2,123,-1.6
CC(C)C(OC(=O)c1nsc(Cl)c1Cl)C(=O)NCc1ccccc1 (stereo not given),-1.0,-2,-3,-1,-6,4,0,-3,99,-0.2
CCOc1cc(/C=C(/C#N)c2ccc(F)cc2)ccc1OCc1ccc(C(=O)O)o1,-0.9,-4,1,1,15,-4,2,1,108,-2.3
O=C(COC(=O)C1CCCN1C(=O)C12CC3CC(CC(C3)C1)C2)c1ccc(Br)cc1 (stereo not given),-1.8,0,-6,1,0,1,-11,-2,90,-0.3
Cc1cccc(CSC2=NCCN2C(=O)c2ccc(Br)o2)c1,-0.9,1,-5,-4,2,1,-7,/,108,-0.4
CC1CCCCN1C(=S)Nc1ccc2nc3n(c(=O)c2c1)CCCCC3 (stereo not given),-1.2,-2,0,-4,-6,3,-5,5,97,0.7
CCCc1cc(C(=O)Nc2ccccc2SC)no1,-0.8,/,-18,-7,-5,-1,-4,/,108,-0.1
Nc1cccc(-c2cn3cc(C(F)(F)F)cc(Cl)c3n2)c1,0.3,-2,3,-5,0,4,-3,0,97,-0.6
CC1CCc2nc(NC(=O)C3COc4ccccc4O3)sc2C1 (stereo not given),-0.8,-1,-12,-6,19,-1,-4,/,100,1.8
Cc1ccc(/C(O)=C2\C(=O)C(=O)N(CCCN3CCOCC3)C2c2ccccc2F)cc1 (stereo not given),/,/,-3,/,/,-1,/,2,98,/
O=C(O)C[C@H]1c2cc(C(F)(F)F)ccc2S(=O)(=O)N1C1CCCCC1,1.0,-1,0,-1,19,-3,-4,/,100,0.6
CCOC(=O)Cc1csc(NS(=O)(=O)Cc2ccccc2)n1,0.3,-2,-3,0,20,0,3,0,/,-2.7

# Next part, starting with the last three of the part before.
SMILES,CAL PDZ FP-1,CAL PDZ FP-2,DAGLB inhibitor,Keap1 Nrf2 FP,Arrestin-AP2 inh,V-ATPase pHluor,RTF Ca sens inh,NSD2 HMT inh,DSG3 Ab inh,C-LANA FP
Cc1ccc(/C(O)=C2\C(=O)C(=O)N(CCCN3CCOCC3)C2c2ccccc2F)cc1 (stereo not given),/,/,-3,/,/,-1,/,2,98,/
O=C(O)C[C@H]1c2cc(C(F)(F)F)ccc2S(=O)(=O)N1C1CCCCC1,1.0,-1,0,-1,19,-3,-4,/,100,0.6
CCOC(=O)Cc1csc(NS(=O)(=O)Cc2ccccc2)n1,0.3,-2,-3,0,20,0,3,0,/,-2.7
NC(=O)NC(CC(=O)NNC(=O)c1ccccn1)c1ccccc1Cl (stereo not given),0.6,109*,-5,-4,-7,1,-4,-2,90,4.1
CCOC1CCCCC1NS(=O)(=O)c1ccc(Cl)cc1 (stereo not given),-2.0,1,-1,-1,17,1,-9,/,105,-0.3
COc1ccc(NS(=O)(=O)c2ccc(N3CCN(CCO)CC3)c([N+](=O)[O-])c2)cc1,-2.0,-3,4,1,-6,1,-4,1,115,-0.3
CCn1c(CNc2ccc(C)cc2)nnc1SCC(=O)NCc1ccccc1,-0.8,-5,-2,-1,3,2,-9,5,105,-2.1
C=CCC(NCc1ccccc1)c1ccc(OC)cc1 (stereo not given),0.5,2,-1,-6,-12,0,1,-11,103,-0.6
CN1CCN(Cc2nc3c(c(=O)n(C)c(=O)n3C)n2Cc2cccc3ccccc23)CC1,-3.2,14,1,-4,8,-3,-13,5,87,2.0
COc1cccc(NC(=O)C(C)Oc2ccccc2)c1 (stereo not given),-1.4,9,-13,3,7,0,2,-9,101,1.4
Cc1cccc(OCCCC(=O)NC(C)c2ccccc2)c1 (stereo not given),-1.4,-4,-2,-1,8,0,2,-1,99,-0.7
COc1cccc(CNS(=O)(=O)c2ccc3c(c2)N(C(C)=O)CCO3)c1,-1.9,-2,-1,3,-18,2,-15,-1,93,1.5
CSCc1cc(N(C)c2ccccc2)nc(-c2ccccn2)n1,-1.6,-5,-4,-2,1,-2,-2,9,90,-1.3
